Screens from PubChem.
ATG4B inh: inhibitors of human ATG4B cysteine protease | Q9Y4P1 | ATG4B cleavage of LC3-PLA2, NBD-HPC fluorescence, 1 h | inhibition, % at 8.33 µM | 0.51% of 340,000 active | AID 504462; in the data active means inhibition above about 40%
CXCR6 inh: inhibitors of human CXCR6 receptor; CHO-K1 PathHunter CXCR6 beta-arrestin, luminescence; inhibition, % at 20 µM; 0.36% of 360,000 active; in the data active means inhibition above about 34%, passing the limit was not always enough;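 further: antagonist mode with CXCL16 agonist at 10 nM final; 0% = 10 nM CXCL16 with DMSO and 100% = unstimulated wells without agonist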
Target sequence (O00574 whole entry, looked up): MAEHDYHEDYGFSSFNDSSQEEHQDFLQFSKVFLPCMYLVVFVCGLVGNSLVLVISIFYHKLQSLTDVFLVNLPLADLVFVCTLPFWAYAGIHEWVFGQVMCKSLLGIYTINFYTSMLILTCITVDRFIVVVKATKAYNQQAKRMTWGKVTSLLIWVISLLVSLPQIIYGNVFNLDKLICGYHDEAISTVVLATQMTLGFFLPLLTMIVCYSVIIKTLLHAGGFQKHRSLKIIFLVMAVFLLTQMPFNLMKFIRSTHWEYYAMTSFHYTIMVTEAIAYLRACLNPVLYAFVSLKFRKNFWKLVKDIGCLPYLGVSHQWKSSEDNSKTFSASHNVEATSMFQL
APJ agonist: activates the human apelin receptor APJ; P35414; CHO-K1 APJ PathHunter beta-arrestin, luminescence; 0% DMSO wells, 100% apelin; activation, % at 20 µM; 0.11% of 330,000 active; AID 2520;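 active means activation more than six SD over the plate average, tested at 20 µM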;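 further: 0% = DMSO alone and 100% = apelin-13 at 10 nM; some results filed as inactive read as strong as hits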
Target sequence (P35414 whole entry, looked up): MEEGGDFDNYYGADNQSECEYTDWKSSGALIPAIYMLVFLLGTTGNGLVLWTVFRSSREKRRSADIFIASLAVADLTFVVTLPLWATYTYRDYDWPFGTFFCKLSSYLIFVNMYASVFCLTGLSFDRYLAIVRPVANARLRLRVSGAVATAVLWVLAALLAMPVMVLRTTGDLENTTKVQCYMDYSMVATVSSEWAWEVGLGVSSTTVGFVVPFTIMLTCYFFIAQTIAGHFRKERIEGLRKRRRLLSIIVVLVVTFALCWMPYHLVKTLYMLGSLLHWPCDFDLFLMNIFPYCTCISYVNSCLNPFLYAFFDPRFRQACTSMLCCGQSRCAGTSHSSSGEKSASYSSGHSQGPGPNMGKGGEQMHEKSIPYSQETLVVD
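Test system: CHO-K1 APJ beta-arrestin complementation cell line. Amount: cell density 1000 per well. Controls: DMSO negative, 10 nM Apelin-13 positive. Signal: luminescent beta-gal fragment complementation, chemiluminescent substrate. Read-out basis: agonist-driven arrestin binding to APJ. Timing: compound stimulation 90 min at 25 °C, detection 60 min.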
UBC13 polyUb: human UBC13 polyubiquitination inhibition. UBC13 polyubiquitin chain formation, TR-FRET. 0.47% of 330,000 active. P61088. AID 485273. inhibition, % at 20 µM; in the data active means inhibition above about 45%, passing the limit was not always enough
EBI2 block: EBI2 (human) antagonism; 0.81% of 360,000 active; inhibition, % at 5 µM; P32249; EBI2 beta-arrestin recruitment, luminescence, 7a,25-OHC stimulated; in the data active means inhibition above about 38%;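 further: enzyme fragment complementation signal reports receptor beta-arrestin coupling in cells; 0% = agonist plus DMSO wells and 100% = wells without agonist; some results beyond the cut were filed as inactive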
Gli-Sufu block: antagonists of Gli-Sufu signaling; Sufu-KO-LIGHT fibroblasts, Gli luciferase reporter luminescence; 0.74% of 340,000 active; inhibition, % at 5 µM;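 active means inhibition above about 55%, limit read from the data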;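 further: 0% = DMSO-treated cells and 100% = wells with medium but no cells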
APJ antagonist: APJ receptor antagonism | P35414 | CHO-K1 APJ beta-arrestin complementation, luminescence | inhibition, % at 20 µM | 0.32% of 330,000 active;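 active means inhibition above about 40% at 20 µM, limit read from the data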;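 further: cells challenged with 10 nM apelin-13 agonist together with compound; plate controls were apelin-13 plus DMSO wells for no effect and DMSO wells lacking apelin-13 for full effect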
CCR6 antag: blocks CCL20-driven beta-arrestin recruitment at human CCR6 | 0.49% of 340,000 active | P51684 | AID 493098 | CHO-K1 CCR6 PathHunter beta-arrestin, luminescence, CCL20-stimulated | inhibition, % at 20 µM;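 active means compounds whose inhibition of the agonist-driven luminescence signal at 20 µM reaches about 50%, limit read from the data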;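 further: cells stimulated with CCL20 at 14 nM final; plate controls were DMSO with CCL20 for no effect and DMSO without agonist for full effect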
Target sequence (P51684 whole entry, looked up): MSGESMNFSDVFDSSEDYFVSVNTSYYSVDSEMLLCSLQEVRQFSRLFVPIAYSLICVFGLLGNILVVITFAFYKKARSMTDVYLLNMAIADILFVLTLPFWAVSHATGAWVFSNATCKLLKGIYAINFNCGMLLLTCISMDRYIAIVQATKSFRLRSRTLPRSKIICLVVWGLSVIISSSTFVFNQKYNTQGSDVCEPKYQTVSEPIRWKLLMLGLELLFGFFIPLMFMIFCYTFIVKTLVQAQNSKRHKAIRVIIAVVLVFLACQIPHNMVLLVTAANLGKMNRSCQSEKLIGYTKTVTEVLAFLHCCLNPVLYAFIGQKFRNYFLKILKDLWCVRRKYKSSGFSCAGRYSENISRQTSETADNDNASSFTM
The depositor's hits bear a star; / = not tested or not shown.

SMILES | ATG4B inh | CXCR6 inh | APJ agonist | UBC13 polyUb | EBI2 block | Gli-Sufu block | APJ antagonist | CCR6 antag
COc1ccc(-c2nn3cnnc3s2)cc1OC | -4 | -2 | 0 | -2 | -2 | 3 | -3 | 1
Cc1cc(=O)oc2c(C)c(OC3CCCCC3=O)ccc12 (configuration not stated) | 2 | 2 | -2 | 11 | 2 | 20 | -20 | 3
CCCCOc1ccc(C(=O)NC)cc1 | -10 | 3 | -1 | -12 | 5 | -103 | -1 | 11
O=C(COc1ccc2ccccc2c1)N[C@@H](C(=O)O)c1ccc(O)cc1 | 3 | -6 | -6 | -5 | 0 | 1 | -3 | -5
COCCNC(=O)C1CCC(CNS(=O)(=O)c2ccccc2)CC1 (configuration not stated) | -6 | 7 | -1 | -1 | -10 | 2 | 14 | 0
S=c1[nH]nc(CSCc2ccccc2Cl)n1-c1ccccc1 | 26 | -4 | -2 | -7 | -6 | 12 | 15 | 13
c1ccc2c(-c3nnc(SCc4cn5ccccc5n4)o3)c[nH]c2c1 | 12 | 1 | 1 | -1 | 4 | -46 | -23 | -4
Cc1ccc2c(c1)N(C)/C(=C/c1cccc[n+]1CCO)S2 | -2 | 5 | -4 | -44 | -7 | 40 | 15 | 9
O=C(NCc1ccccc1)N(Cc1nc2ccccc2c(=O)[nH]1)C1CCCC1 | -6 | -2 | 0 | -3 | -10 | -3 | -12 | 0
CC(C)(C)NC(=O)c1cccnc1Sc1ccccc1 | -16 | -5 | 1 | -1 | -2 | 2 | 0 | -2
COc1ccc(NC(C)=O)cc1NC(=O)c1ccc(C#N)cc1 | 2 | 13 | -2 | 7 | 0 | -4 | -3 | 10
Cc1ccc(Oc2nnc(-c3ccc(C)cc3)c3ccccc23)cc1 | 6 | 6 | -3 | 4 | -1 | 8 | 12 | 23
COc1ccc(S(=O)(=O)N2CCN(C(=S)NCC3CCCO3)CC2)cc1OC (configuration not stated) | -4 | -5 | -6 | 8 | -1 | 5 | -4 | 3
Cc1noc(C)c1CSc1nc2ccccc2c(=O)n1-c1ccc(Cl)cc1 | 71* | 5 | -1 | 36 | 24 | 14 | 4 | 28
CC(Oc1ccc(-n2cnnn2)cc1)C(=O)O (configuration not stated) | -6 | -8 | -4 | 6 | -6 | 1 | -9 | 3
COC(=O)c1nc(NC(=O)c2ccccc2Cl)n[nH]1 | -3 | 11 | -4 | 6 | -17 | 3 | 18 | 18
[NH-]c1ncnc2c1N=C[N+]2=CC=CCO | -1 | 5 | / | / | -3 | 0 | / | 2
CCOc1ccc(OCC)c(NC(=O)CSc2nc3c(c(=O)n(C)c(=O)n3C)n2C(C)C)c1 | -5 | 2 | -2 | 6 | 9 | -15 | 9 | 19
COC(=O)c1cc2nc(-c3ccc(OC)cc3)cc(C(F)(F)F)n2n1 | 2 | -4 | -2 | 11 | -7 | 1 | -2 | 22
COc1ccc(/C=N/NC(=O)c2nn(-c3ccc(C)c(C)c3)c(=O)c3ccccc23)cc1 | 0 | -12 | 0 | -28 | 2 | 0 | 5 | 18
COc1ccccc1NC(=O)CSc1nnc(-c2ccc(NC(C)=O)cc2)n1C | 7 | 6 | -3 | 0 | 1 | 0 | 5 | -1
O=C(CS(=O)(=O)c1cn(Cc2ccccc2Cl)c2ccccc12)N1CCOCC1 | -13 | 4 | 0 | 0 | 3 | 2 | -4 | 3
O=C(COc1ccc(S(=O)(=O)N2CCCC2)cc1)NCCC1=CCCCC1 | -3 | -5 | -1 | -4 | 2 | 0 | -21 | 22
O=[N+]([O-])c1ccc(N2CCOCC2)cc1O | 6 | 4 | -3 | -12 | 4 | -9 | -6 | 14
O=C(CCN1C(=O)C2C3C=CC(C3)C2C1=O)N1CC(=O)N(CCc2ccccc2)C(=O)C1 (configuration not stated) | 8 | -1 | 1 | -7 | 11 | / | 9 | 15

2 compounds drawn at random from those above:
SMILES | ATG4B inh | CXCR6 inh | APJ agonist | UBC13 polyUb | EBI2 block | Gli-Sufu block | APJ antagonist | CCR6 antag
O=C(COc1ccc2ccccc2c1)N[C@@H](C(=O)O)c1ccc(O)cc1 | 3 | -6 | -6 | -5 | 0 | 1 | -3 | -5
COc1ccc(S(=O)(=O)N2CCN(C(=S)NCC3CCCO3)CC2)cc1OC (configuration not stated) | -4 | -5 | -6 | 8 | -1 | 5 | -4 | 3

One compound at a time, from the list above. Order of screens: ATG4B inh	CXCR6 inh	APJ agonist	UBC13 polyUb	EBI2 block	Gli-Sufu block	APJ antagonist	CCR6 antag
Results for COc1ccc(NC(C)=O)cc1NC(=O)c1ccc(C#N)cc1 → 2	13	-2	7	0	-4	-3	10
Results for O=C(COc1ccc(S(=O)(=O)N2CCCC2)cc1)NCCC1=CCCCC1 → -3	-5	-1	-4	2	0	-21	22
Results for Cc1noc(C)c1CSc1nc2ccccc2c(=O)n1-c1ccc(Cl)cc1 → 71*	5	-1	36	24	14	4	28
Results for CC(Oc1ccc(-n2cnnn2)cc1)C(=O)O (configuration not stated) → -6	-8	-4	6	-6	1	-9	3

Continued.
SMILES | ATG4B inh | CXCR6 inh | APJ agonist | UBC13 polyUb | EBI2 block | Gli-Sufu block | APJ antagonist | CCR6 antag
CC(C)NC(=O)[C@H]1N2C(=O)c3ccccc3C2SC1(C)C (some centres not stated) | -2 | 1 | -2 | 0 | -1 | 6 | 11 | -2
COc1cc(OC)cc(N2CCN(S(=O)(=O)c3ccc(-n4cnnn4)cc3)CC2)c1 | 10 | 6 | 13 | -7 | 14 | 2 | -21 | -2
O=C(COc1ccc2ccccc2c1)N1CCN(C(=O)c2cccs2)CC1 | -8 | -6 | -3 | -1 | 80* | -36 | 3 | 0
C/C(=N\NC(=O)CSc1ncccn1)c1ccc2c(c1)OCCO2 | -9 | -4 | -1 | -9 | 7 | -6 | -5 | -3
c1ccc(-c2csc(N3CCc4ccccc4C3)n2)cc1 | 11 | -3 | 1 | -10 | 0 | -2 | 14 | 14
Cc1n[nH]c(=O)c2c(NC(=O)CSc3ccc(F)cc3)oc(C)c12 | 4 | -12 | -3 | -8 | -3 | -9 | 14 | 5
CCN1CCN(c2ccc(S(=O)(=O)N3CCCCC3)cc2NC(=O)c2ccc([N+](=O)[O-])o2)CC1 | -4 | -17 | 21 | -10 | -41 | 7 | -123 | 3
COc1ccccc1C(=O)N1CCNC(=O)C1CC(=O)Nc1cccc(C)c1 (configuration not stated) | 3 | -3 | -9 | -11 | -4 | 4 | 25 | 9
Cc1cc(-c2n[nH]c(=S)n2/N=C/c2ccc(C)o2)n[nH]1 | -8 | 3 | -2 | -1 | -9 | -4 | 11 | 0
COc1ccc(-c2c(C(F)(F)F)nn(C)c2NC(C)=O)cc1 | -2 | 3 | 4 | 4 | -8 | 6 | 4 | 1
CCN(CC)S(=O)(=O)c1ccc(C(=O)OCC(=O)N2CCN(C(=O)c3ccco3)CC2)cc1 | -3 | -6 | 1 | -3 | -17 | -5 | -10 | -8
COC(=O)C1=C(C)N(Cc2ccco2)C(=O)N[C@@H]1c1ccco1 | -16 | 2 | 0 | 8 | -1 | -11 | 26 | 6
O=[N+]([O-])c1cccc(-c2n[nH]c(=S)n2-c2ccc(Br)cc2)c1 | 11 | -6 | -2 | -4 | 8 | 2 | 26 | 3
CC(=O)O[C@]1(C(C)=O)CCC2C3C=C(C)C4=CC(=O)CC[C@]4(C)C3CC[C@@]21C (some centres not stated) | -4 | -8 | -5 | -4 | 5 | 34 | 15 | 7
COCCNC(=O)C(c1ccc(F)cc1)N(C(=O)CCC(=O)Nc1ccccn1)c1ccc(C)cc1 (configuration not stated) | -13 | 3 | 2 | 4 | -3 | 8 | 8 | 1
CC1(C)CC(=O)C(C2c3ccccc3S(=O)(=O)c3ccccc32)C(=O)C1 | -1 | -4 | -4 | -10 | 5 | 0 | 6 | 9
O=C(COc1ccccc1F)Nc1nnc(-c2ccncc2)s1 | 2 | -13 | 1 | 13 | -7 | 13 | 0 | 8
O=C(COC(=O)c1cccnc1)Nc1ccc(F)cc1 | -15 | -5 | 1 | 0 | 4 | 7 | 2 | -1
COc1ccc(NC(=O)c2ccc(CN3CCN(c4ccccc4)CC3)cc2)cc1 | -8 | 5 | -1 | 6 | 61* | 13 | 8 | -12
COc1ccc(NC2CCCN(C(=O)c3ccc(C(C)=O)s3)C2)cc1 (configuration not stated) | 11 | -4 | 3 | -8 | -6 | 28 | 8 | 5
COc1cc(CN2CC(=O)N(c3ccc(C)c(Cl)c3)C2=S)cc(OC)c1OC | 2 | -2 | -3 | 10 | 4 | 3 | 5 | 7
COc1ccccc1CNC(=S)Nc1ccc(F)cc1 | 3 | -4 | 1 | -13 | -9 | 4 | -15 | -8
O=C(CCc1ccccc1)Nc1ncc([N+](=O)[O-])s1 | -4 | 7 | -4 | -7 | -5 | 24 | -13 | 28
O=C(NCc1ccc(Cl)cc1)c1cccnc1 | -1 | 1 | 0 | 11 | 4 | 9 | 8 | 0
COCC(C)N=C1NN=C(c2c[nH]c3ccccc23)CS1 (configuration not stated) | 6 | -6 | -3 | 5 | -3 | -34 | 17 | -7
(more compounds)
SMILES | ATG4B inh | CXCR6 inh | APJ agonist | UBC13 polyUb | EBI2 block | Gli-Sufu block | APJ antagonist | CCR6 antag
Clc1ccc(C[n+]2cc(-c3ccccc3)n3c2CCC3)cc1Cl | 3 | 2 | -2 | -10 | -2 | 59* | -9 | -3
CCCn1nnnc1NCc1ccc(SC)cc1 | 4 | -3 | 3 | -4 | -11 | -9 | -23 | 1
Cc1nc(NC(=O)c2ccccc2)sc1-c1csc(NCc2ccccc2)n1 | 45* | 2 | 0 | -5 | 3 | -1 | -12 | 22
Cc1nc2cc(C(=O)OCC(=O)NC(C)C(C)C)ccc2n1-c1ccccc1 (configuration not stated) | -8 | 1 | 2 | 13 | -6 | -3 | 4 | 8
Cc1[nH]c(=O)c(C#N)c(C)c1CCC(=O)N(C)CC(=O)Nc1ccc(Cl)c(Cl)c1 | -5 | -4 | 2 | -2 | -1 | -10 | -5 | 12
O=C(NCCN1CCOCC1)c1cc(-c2cccc(O)c2)on1 | -7 | 16 | -1 | 10 | -7 | -13 | -12 | 5
COC(=O)NCC(c1cccnc1)N1CCOCC1 (configuration not stated) | 0 | -3 | 4 | 1 | -12 | 6 | 9 | -6
CCCOC(=O)c1ccc(NC(=O)COC)cc1 | 2 | 3 | -1 | -3 | 0 | -16 | -28 | 6
C[C@H](CO)N1C[C@H](C)[C@@H](CN(C)S(=O)(=O)c2ccc(F)cc2)Oc2c(NS(=O)(=O)c3ccc(F)cc3)cccc2C1=O | / | -1 | 0 | -4 | -4 | -6 | -13 | -21
CCOC(=O)C1CCCN(CC(O)COCc2ccccc2OC)C1 (configuration not stated) | -2 | 8 | -3 | 3 | -4 | 16 | -7 | 12
CCOc1ccc(CCNC(=O)COC(=O)CCc2cc(OC)c(OC)c(OC)c2)cc1OCC | 2 | -2 | 9 | 0 | -9 | -3 | 14 | 5
COC(=O)c1c(C)oc2ccc(N(C(=O)c3ccncc3)S(=O)(=O)c3ccc4ccccc4c3)cc12 | -6 | 1 | 1 | -10 | -7 | 9 | 2 | 3
CC(C)(C)c1cc(C(F)(F)F)c(C#N)c(=O)[nH]1 | -6 | 0 | 4 | 9 | 4 | 0 | 4 | -9
CC(C)C(C(=O)Nc1sc2c(c1C#N)CCCCC2)N1C(=O)c2ccccc2C1=O (configuration not stated) | 1 | -2 | 0 | -3 | -2 | 1 | 7 | 4
CC(NC(=O)Cc1ccc(F)cc1)c1ccccc1 (configuration not stated) | -10 | 5 | -4 | 9 | -3 | -2 | 3 | -5
CCCCN(C)C(=O)c1cc2cc3cc(OC)ccc3nc2o1 | -2 | 8 | -5 | 17 | 5 | -19 | 14 | 9
Cc1ccnc(NC(=O)CCC(=O)N(CC(=O)NC2CCCCC2)Cc2cccs2)c1 | -7 | -9 | -2 | 7 | -4 | 9 | 24 | 3
COCCNC(=O)CN1CCC(NC(=O)c2ccco2)CC1 | 12 | -4 | 1 | -5 | 1 | -25 | -13 | 6
CCOC(=O)C1CCN(S(=O)(=O)c2ccc(OC)c(C(=O)N3CCCCC3)c2)CC1 | -1 | 0 | -4 | 2 | -1 | 1 | 5 | -9
